Screening data from PubChem BioAssay.
TbREL1 primary = TbREL1 RNA ligase inhibitors, primary screen, biochemical, FRET fluorescence. RNA-editing ligase 1, mitochondrial (Trypanosoma brucei brucei), P86926. TbREL1 RNA ligation. inhibition, % at 9.66 µM. hit rate 0.49% among 89,000. AID 1117264, 2014;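 active means inhibition above the mean inhibition across all screened compounds plus 3 SD, cut at about 11% in these data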;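 further: 0% = plate median of test wells and 100% = NSC42067 control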
Target sequence (P86926 whole entry, looked up): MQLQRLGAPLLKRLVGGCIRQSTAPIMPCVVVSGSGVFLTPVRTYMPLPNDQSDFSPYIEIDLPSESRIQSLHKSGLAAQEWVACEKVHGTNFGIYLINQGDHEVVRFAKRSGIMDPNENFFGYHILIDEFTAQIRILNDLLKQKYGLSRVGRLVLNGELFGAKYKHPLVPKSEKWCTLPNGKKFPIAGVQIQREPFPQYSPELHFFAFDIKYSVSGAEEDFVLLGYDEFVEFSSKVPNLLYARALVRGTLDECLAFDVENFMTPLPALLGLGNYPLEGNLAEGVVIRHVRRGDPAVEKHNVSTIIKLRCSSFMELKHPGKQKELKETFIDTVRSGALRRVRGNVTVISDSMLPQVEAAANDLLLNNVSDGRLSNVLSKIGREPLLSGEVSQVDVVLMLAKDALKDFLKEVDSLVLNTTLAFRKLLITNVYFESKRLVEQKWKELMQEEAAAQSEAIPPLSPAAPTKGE
* hit, by the source's call. The list is partial. The share of hits here may be higher or lower than overall.

| TbREL1 primary | Molecule |
| --- | --- |
| 2 | COC(=O)CN(C)C1CC(=O)N(c2ccc(Cl)cc2)C1=O (stereo unspecified) |
| 1 | Cc1ccc(C(=O)Oc2cccc(NC(=O)c3ccco3)c2)cc1S(=O)(=O)N1CCC(C)CC1 |
| -2 | C[C@H]1CN([C@@H](C)CO)C(=O)c2cc(Br)cnc2O[C@H]1CN(C)C(=O)C1CCC1 |
| -1 | COC(=O)c1[nH]c(C)c(/C(O)=C2\C(=O)C(=O)N(CCCN3CCOCC3)C2c2ccccn2)c1C (stereo unspecified) |
| -1 | Cc1cc(C)nc(NC(=S)N2CCN(c3ncc(C(F)(F)F)cc3Cl)CC2)c1 |
| -3 | COc1ccc(N2CCC(CNC(=S)Nc3c(C)cccc3C)C2)cc1 (stereo unspecified) |
| 5 | O=C(CSc1n[nH]c(=O)n1-c1cccnc1)N1CCOCC1 |
| 0 | CCOC(=O)[C@@H](NC(=O)[C@@H]1CC=C[C@@H]2CCN(Cc3ccc(Cl)cc3)C(=O)[C@@H]21)C(C)C |
| -2 | COc1cc(SC)ccc1C(=O)N(Cc1ccccc1)c1ccccc1 |
| -5 | Cc1cccc(NC(=S)N(C)Cc2cn(C)c3ccccc23)c1 |
| -1 | Cn1c(=O)c(C(=O)CN2CCN(Cc3ccc4c(c3)OCO4)CC2)c(N)n(Cc2ccccc2)c1=O |
| -2 | Cc1ccc(C(=O)Nc2c(-c3cccs3)nc3cc(C)ccn23)cc1 |
| -6 | COC(=O)c1ccc(NC(=O)C(=O)N2CCN(C(=S)Nc3ccccc3OC)CC2)cc1 |
| -2 | O=C(CSc1nc(=O)n2ccccc2n1)OCc1ccccc1 |
| -2 | CN(C)S(=O)(=O)c1ccc(Nc2nc(C3CC3)nc3c2nnn3Cc2ccccc2Cl)cc1 |
| 0 | CCc1ccc(NC(=O)Nc2ccc3c(c2)CCC3)cc1 |
| -1 | Cc1ccc(C(=O)N2CCCC2)c(F)c1F |
| -1 | O=C(Nc1ccc(N2CCOCC2)nc1)c1c(F)cccc1F |
| 2 | Cc1cc(Cl)c(S(=O)(=O)Nc2cc(S(=O)(=O)N3CCOCC3)ccc2F)cc1OCC(N)=O |
| 1 | O=C(NCCCn1ccnc1)c1cc2c(s1)CCCCC2 |
| 3 | COc1nc(C)nc2c1sc(=S)n2C |
| -2 | O=C(c1ccccc1)C1CCN(c2ncnc3sccc23)CC1 |
| -7 | CCn1cc(/C=C(\NC(=O)c2ccc(OC)c(OC)c2)C(=O)NCCN2CCOCC2)c2ccccc21 |
| 5 | COc1cccc(C(=O)OCC(=O)Nc2ccccc2N2CCOCC2)c1 |
| 2 | CCN1CC2([N+](=O)[O-])CC=C(OC)C([N+](=O)[O-])(C1)C2 (stereo unspecified) |
| -1 | Cc1cc2c3c(c1)C(C)(c1ccccc1)CC(C)(C)N3C(=O)C21C(C#N)=C(N)OC2=C1C(=O)CC(C)(C)C2 (stereo unspecified) |
| -2 | C=CCn1c(SCc2cccc(C#N)c2)nnc1-c1ccccc1O |
| 4 | O=C(CNC(=O)c1ccccc1F)N/N=C\C=C\c1ccccc1 |
| 0 | Cc1ccccc1C(=O)NNc1ccc(-c2csnn2)cc1 |
| -1 | CC1(c2ccc(Cl)cc2)NC(=O)N(CN2CCOCC2)C1=O (stereo unspecified) |
| 0 | COc1ccc(OC)c(S(=O)(=O)N2CCCC(c3noc(-c4ccc(C)cc4)n3)C2)c1 (stereo unspecified) |
| -3 | CCCCC(=O)N1C/C=C\[C@H](c2ccc(OC)cc2)N(Cc2ccc(F)cc2)C(=O)[C@@H]1C |
| -3 | O=C(c1ccc(S(=O)(=O)Nc2cccc(C(F)(F)F)c2)cc1)N1CCC1 |
| -2 | CCN1C(=O)[C@H]2[C@@H](c3ccc(C)cc3)N3C(=O)N(c4cccc(Cl)c4)C(=O)[C@@]3(Cc3ccccc3)[C@H]2C1=O |
| 5 | Cc1ccsc1C(=O)OCC(=O)N(C)C1CCCCC1 |
| 2 | CC(=O)NC(=S)Nc1ccccc1F |
| -1 | O=C(CCc1nc(-c2ccccc2Cl)no1)NC1CCCCC1 |
| -1 | CC1CC(C)CN(c2ccc(C(=O)OCC(=O)NC3CCCc4ccccc43)cc2[N+](=O)[O-])C1 (stereo unspecified) |
| -2 | Cc1cc(C(=O)CSc2nnnn2C)c(C)n1-c1cccc(F)c1 |
| -3 | CCc1nc2ccc(C(=O)Nc3cccc(NS(C)(=O)=O)c3)cn2c1N(CC)CCOC |
| 1 | O=C(CNC(=O)c1cccs1)NCC(=O)OCc1cccc(Cl)c1 |
| 1 | O=C(CN1C(=O)NC2(CCCCC2)C1=O)Nc1cccc(S(=O)(=O)N2CCCC2)c1 |
| 0 | O=C(CCC(=O)N1CCN(C2c3ccccc3-c3ccccc32)CC1)Nc1nnc(C(F)(F)F)s1 |
| -1 | CCOC(=O)c1cnc2c(cnn2C)c1NCc1ccc(OC)cc1 |
| 3 | Cc1cc(C(F)(F)F)n(-c2nc(C(=O)O)cs2)n1 |
| -3 | COc1ccc(N(CC(=O)NCCSCc2ccco2)S(=O)(=O)c2ccccc2)cc1OC |
| -3 | Cc1c(NC(=O)CSc2ccccn2)c(=O)n(-c2ccccc2)n1C |
| -1 | Cc1ccc(NC(=O)C2CC(=O)NC(N3CCc4ccccc43)=N2)cc1 (stereo unspecified) |
| -2 | CC1(C(=O)NS(=O)(=O)c2ccccc2)CCN1C(=O)CCc1ccccc1 (stereo unspecified) |
| 1 | COCCNC(=O)[C@H](C)[C@H]1C[C@]1(C)[C@H](NC(=O)OCc1ccccc1)c1ccccc1 |

Next structures
| TbREL1 primary | Molecule |
| --- | --- |
| -2 | CCC(C)N(C(=O)CSc1nc(-c2ccccc2)cs1)C1CCS(=O)(=O)C1 (stereo unspecified) |
| 4 | O=C(Nc1ccncc1)C1CCN(S(=O)(=O)c2cccs2)CC1 |
| 1 | O=C(NC1CCCCC1)c1ccc([N+](=O)[O-])cc1 |
| 3 | COc1ccc(CCCC(=O)N/N=C/c2ccc(C)cc2)cc1 |
| 1 | Cn1c(SCC(=O)NCC2CCCO2)nnc1-c1ccc(Cl)cc1 (stereo unspecified) |
| -5 | O=C(CN1CCOc2ccccc21)N1CCC(Cc2ccccc2)CC1 |
| 0 | CSc1cccc(N2CC(C(=O)N3CCN(S(=O)(=O)c4ccccc4Cl)CC3)CC2=O)c1 (stereo unspecified) |
| -2 | CCOc1ccccc1N1CCN(C(=S)NCc2ccccc2)CC1 |
| -2 | Cc1ccc(N(C(=O)c2ccncc2)C2C=CS(=O)(=O)C2)cc1 (stereo unspecified) |
| 1 | Cc1cccc(OCCC(=O)Nc2ccccc2C(N)=O)c1 |

Seven compounds already listed, sorted by their value in TbREL1 primary, low to high.
Compound	TbREL1 primary
COc1ccc(N(CC(=O)NCCSCc2ccco2)S(=O)(=O)c2ccccc2)cc1OC	-3
O=C(CSc1nc(=O)n2ccccc2n1)OCc1ccccc1	-2
Cc1ccc(C(=O)N2CCCC2)c(F)c1F	-1
O=C(CCC(=O)N1CCN(C2c3ccccc3-c3ccccc32)CC1)Nc1nnc(C(F)(F)F)s1	0
O=C(NCCCn1ccnc1)c1cc2c(s1)CCCCC2	1
COC(=O)CN(C)C1CC(=O)N(c2ccc(Cl)cc2)C1=O (stereo unspecified)	2
O=C(CSc1n[nH]c(=O)n1-c1cccnc1)N1CCOCC1	5

Remaining list, next part.
| TbREL1 primary | Molecule |
| --- | --- |
| 1 | CCCCCCCCCCCC(=O)N1CC(=O)NC(=O)C1 |
| 1 | Cc1ccc(NC(=O)CCS(=O)(=O)c2ccccc2)cc1S(=O)(=O)N1CCCCCC1 |
| 1 | CCN1C[C@@H]2[C@@H]3C(=O)N(Cc4ccccc4)C(=O)[C@@H]3[C@](CC)(C1=O)N2C(=O)c1ccc(Br)cc1 |
| 6 | COc1ccc(C(=O)CCC(=O)O)cc1 |
| -1 | CCn1c(=O)cc(OCC(=O)NCCCN2CCC(C)CC2)c2ccccc21 |
| 2 | O=C(OCC(=O)N1CCCC1=O)c1cc(Cl)ccc1O |
| -1 | CCN(CC)C(=O)CN1C(=O)C2(NC(=O)c3ccccc3N2)c2ccccc21 (stereo unspecified) |
| 1 | CC(OC(=O)CSc1ccc([N+](=O)[O-])cc1)C(=O)NC1CC1 (stereo unspecified) |
| 0 | CCOC(=O)N1CCN=C1SCc1ccc(Cl)c(Cl)c1 |
| -2 | CCC(Oc1ccccc1)C(=O)Nc1ccc(S(=O)(=O)NCC2CCCO2)cc1 (stereo unspecified) |

4 entries from above, with each value named.
> Cc1ccc(NC(=O)CCS(=O)(=O)c2ccccc2)cc1S(=O)(=O)N1CCCCCC1
- TbREL1 primary: 1
> CCN1C[C@@H]2[C@@H]3C(=O)N(Cc4ccccc4)C(=O)[C@@H]3[C@](CC)(C1=O)N2C(=O)c1ccc(Br)cc1
- TbREL1 primary: 1
> COc1ccc(C(=O)CCC(=O)O)cc1
- TbREL1 primary: 6
> CCn1c(=O)cc(OCC(=O)NCCCN2CCC(C)CC2)c2ccccc21
- TbREL1 primary: -1

(list continues)
| TbREL1 primary | Molecule |
| --- | --- |
| 0 | CCN(CC)CC(=O)Nc1ccc(-c2ccc(NC(=O)CN(CC)CC)c(OC)c2)cc1OC |
| -2 | Cc1cc(SCC(=O)Nc2ccccc2C)nc(C)n1 |
| -3 | COC(=O)c1c(C)c(C)nc(N)c1C#N |
| -3 | CCOC(=O)c1sc2nc(C(C)C)c3c(c2c1N)CCC3 |
| 11 | Cc1ccc(C)c(CN2CCC(CNC(=O)Nc3ccc(F)c(Cl)c3)CC2)c1 |
| 0 | CN1CCCCC(NC(=O)c2ccc(F)cc2)C1=O (stereo unspecified) |
| 5 | CCCOc1ccc(OCCSc2ncccn2)cc1 |
| 2 | O=C(OCC(=O)N1CCN(C(=O)c2ccco2)CC1)c1cccc(F)c1 |
| 8 | COc1ccc(C(CNC(=O)c2ccc(S(=O)(=O)N(C)C)cc2)N2CCCCC2)cc1 (stereo unspecified) |
| -1 | CCOC(=O)c1ccc(NC(=S)NC(=O)c2cncc(Br)c2)cc1 |
| -1 | COc1ccc(NC(=O)c2cccc(NS(=O)(=O)c3ccccc3)c2)cc1 |
| 2 | Cc1ccc(-n2c3c(c(=O)[nH]c2=O)C(NS(=O)(=O)c2ccc(C)cc2)(C(F)(F)F)C(=O)N3)cc1 (stereo unspecified) |
| -5 | O=C(CCCN1C(=O)/C(=C/c2cccc(Br)c2)SC1=S)Nc1cccnc1 |
| 1 | c1cncc(CSc2ccc(-c3cccs3)nn2)c1 |
| 0 | COc1ccc(C(=O)N2CCN(C3CCC(c4ccccc4)CC3)CC2)cc1OC (stereo unspecified) |
| 1 | O=c1cc(COn2nnc3ccc(C(F)(F)F)cc32)nc2sccn12 |
| -2 | Cc1ccc(S(=O)(=O)N2CCOCC2)cc1NC(=O)COc1cccc(Oc2ccccc2)c1 |
| 1 | COc1ccc(CNC(=O)C(=O)NCC2CCCO2)cc1 (stereo unspecified) |
| 5 | O=C(Nc1ccccc1)C1CCCN1/C=C/C(=O)C(F)(F)F (stereo unspecified) |
| 4 | COc1ccc(C)cc1N(CC(=O)Nc1cccc(N(C)S(C)(=O)=O)c1)S(C)(=O)=O |
| 1 | CCOc1cc(/C=N/NS(=O)(=O)c2ccccc2)ccc1OS(=O)(=O)c1ccc(C)cc1 |
| 6 | COc1cc([N+](=O)[O-])cc(/C=N/NC(=O)c2cncc(Br)c2)c1O |
| 4 | CSCc1nc2scc(-c3ccccc3)c2c(=O)[nH]1 |
| 6 | O=C(CCC(=O)c1cccs1)NCc1ccncc1 |
| 7 | CCOc1cc(/C=N/NC(=O)c2ccncc2)cc(Cl)c1OS(C)(=O)=O |
| 4 | O=C(Cn1cc(C(F)(F)F)ccc1=O)N1CCc2ccccc2C1 |
| -1 | CCCCNc1nc(CC(C)=O)ns1 |
| 2 | Cc1cccc(N2CCN(C(=O)Cc3c(C(=O)O)[nH]c4ccc(Cl)cc34)CC2)c1C |
| 2 | COc1cc(N=c2ssnc2Cl)c(OC)cc1Cl |
| 1 | CCCCn1c(SCC(=O)NCc2ccco2)nnc1-c1ccoc1C |
| 0 | COc1ccc(NC(=O)CS(=O)CC(=O)Nc2ccc(OC)c(OC)c2)cc1 (stereo unspecified) |
| -3 | Cc1ccc(/C=C/C(=O)N2CCN(S(=O)(=O)/C=C/c3ccccc3)CC2)o1 |
| -2 | CCOc1ccc(NC(=S)Nc2cccc3cnccc23)cc1 |
| 2 | Cc1ccc(OCC(=O)NCCCNC(=O)c2cccnc2)cc1 |
| 2 | COc1cc2sc(-c3ccc(S(C)(=O)=O)cc3)c(C(=O)NCc3ccc(C)o3)c2cc1OC |
| 10 | O=C(O)CCCC(=O)N1N=C(c2ccccc2)CC1c1ccc2nccnc2c1 (stereo unspecified) |
| -2 | CCOC(=O)C1=C(C)Nc2ncnn2C1c1cc(OC)ccc1OC (stereo unspecified) |
| -1 | C[C@H](CO)N1C[C@H](C)[C@@H](CN(C)C(=O)Nc2ccc(C(F)(F)F)cc2)Oc2c(NC(=O)Nc3ccc(C(F)(F)F)cc3)cccc2C1=O |
| -2 | N#Cc1ccc(OCC(O)CN2CCN(c3ncc(C(F)(F)F)cc3Cl)CC2)cc1 (stereo unspecified) |
| -1 | COc1ccc(NC(=O)CSc2nnc(Cn3c(=O)sc4ccccc43)n2C)cc1 |
| 6 | COc1cccc(NC(=O)Cn2c(SCC(=O)N3CCOCC3)nc3ccccc32)c1 |
| -7 | Cn1c(NCCCN2CCOCC2)nc2c1c(=O)n(Cc1ccc(Cl)cc1Cl)c(=O)n2C |
| 2 | CC(=O)Nc1ccc(NC(=O)[C@@H](NC(=O)c2cccc(C)c2)C(C)C)cc1 |
| 12* | CCC(C)NC(=O)C1CCN(S(=O)(=O)c2ccc3[nH]c(=O)oc3c2)CC1 (stereo unspecified) |
| 5 | O=C(CCl)NCCN1C(=O)S/C(=C\c2cccnc2)C1=O |
| -2 | Cc1sc2ncnc(N3CCC(C(=O)Nc4nnc(CC(C)C)s4)CC3)c2c1C |
| 0 | CC(C)C(=O)NCCc1nc(-c2ccc(Cl)cc2)no1 |
| -3 | CCCCn1c(-c2csc3ccccc23)n[nH]c1=S |
| -3 | O=C(COC(=O)C1CC(=O)N(Cc2ccccc2)C1)Nc1cccc([N+](=O)[O-])c1 (stereo unspecified) |
